Screens: PubChem, National Center for Advancing Translational Sciences (NCATS)
HT1080-NT tox – kills 2HG-producing HT-1080-NT fibrosarcoma cells | HT-1080-NT fibrosarcoma viability, CellTiter-Glo ATP luminescence, 48 h | Potency, µM (top dose mostly 46.1 µM), without a hit: at the highest dose activity, negative = less viability, actives largely listed as cytotoxic | 360,000 compounds, 1.6% hits | AID 686970;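 further: NT is the 2HG producing partner of a matched IDH1 knockdown line; potency means the concentration at half of the fitted maximal effect; 0% = DMSO-treated cells and -100% = media-only wells without cells; nearly all actives have a fitted effect of over 55% in size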
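750 cells/well, RPMI + 5% FBS; 2 h settle, compound pin-transfer, 48 h at 37 degrees C. CellTiter-Glo 10 min RT, luminescence. Normalized to DMSO and media-only wells.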
KB-3-1 cytotox – kills parental KB-3-1 adenocarcinoma cells; 400,000 compounds, 1.4% hits; KB-3-1 viability, CellTiter-Glo ATP luminescence, 72 h; AID 1347075; Potency, µM (titrated, usually from 46.1 µM), without a hit: at the top dose activity change, negative = cytotoxic, hits mostly cytotoxic; further: potency means the concentration at half of the fitted maximal effect; on the % scale 0 is the no-effect control and ±100 the full control effect; nearly all actives have a fitted effect of over 60% in size
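KB-3-1 cells, DMEM (no phenol red) + 10% FBS; compound by pin transfer, 72 h, 37 °C. Readout: CellTiter-Glo luminescence after 10 min. Data normalized, curve-fitted.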
HT1080 IDH1KD tx – kills HT-1080 cells with IDH1 knockdown. 360,000 compounds, 2% hits. Potency, µM (series often up to 46.1 µM), without a hit: top-dose activity, negative = toxicity, actives largely listed as cytotoxic. HT-1080 IDH1 knockdown viability, ATP luminescence, 48 h. AID 686971;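 further: potency means the concentration at half of the fitted maximal effect; 0% = DMSO wells and -100% = cell-free medium wells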
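Viability of IDH1-knockdown HT-1080 fibrosarcoma cells was assessed by CellTiter-Glo after 48 h at 37 °C with titrated compound; concentration-effect curves were classified by fit quality and response size.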
SW480 rereplic – DNA re-replication induction in SW480 cells. Potency, µM (titrated, usually from 46.1 µM), for inactives: at the highest dose re-replication activation, usual class: activators. AID 624297. 340,000 compounds, 1.8% hits. SW480 DNA re-replication, Hoechst DNA content imaging, 48 h; further: potency means the concentration at half of the fitted maximal effect; % of control where 0% means no effect; nearly all actives have a fitted effect of over 55% in size
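First, 250 cells per well were seeded. Next, compound or vehicle (23 nL) was pinned in, plates sat 48 hr at 37 C. Finally Hoechst was added for 40 min before fluorescence scanning.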
ATXN2 expr inh – inhibitors of ATXN2 expression; HEK-293 ATXN2-luciferase reporter, luminescence, 24 h; Potency, µM (titrated, usually from 57 µM), inactives show at the top dose activity change, negative = inhibition, most hits filed as inhibitors; 360,000 compounds, 0.72% hits; further: potency means the concentration at half of the fitted maximal effect; on the % scale 0 is the no-effect control and ±100 the full control effect; nearly all actives have a fitted effect of over 55% in size
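ATXN2-luciferase reporter cells (luciferase flanked by upstream and downstream ATXN2 gene portions) were treated 24 h at 37 °C with compounds at up to 57 uM. SteadyGlo luminescence gave expression; GF-AFC fluorescence gave viability.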
KB-V1 cytotox – kills drug-selected multidrug resistant KB-V1 cells | KB-V1 MDR cells viability, CellTiter-Glo, 72 h | 400,000 compounds, 3.4% hits | Potency, µM (series often up to 46.1 µM), for the others: top-dose activity change, negative = cytotoxicity, usual class: cytotoxic | AID 1347076; further: potency means the concentration at half of the fitted maximal effect; on the % scale 0 is the no-effect control and ±100 the full control effect; nearly all actives have a fitted effect of over 60% in size
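KB-V1 MDR subline cells in DMEM (phenol-red free, 10% FBS) exposed to compounds in qHTS concentration series for 72 h at 37 degrees C. Viability read by CellTiter-Glo luminescence; concentration-effect curves fitted after normalization and correction.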
MCF10A rerep – DNA re-replication induction in MCF 10a cells | Potency, µM (top dose mostly 46.1 µM), inactives show at the top dose activity, positive = re-replication, hits mostly activators | AID 624296 | MCF 10A DNA re-replication, Hoechst nuclear intensity, 48 h | 350,000 compounds, 2.9% hits; further: potency means the concentration at half of the fitted maximal effect; % of control where 0% means no effect; nearly all actives have a fitted effect of over 50% in size
IL1B secr inh – inhibitors of inflammasome signaling (IL-1 beta secretion). THP-1 LPS/ATP IL-1B secretion, AlphaLISA, 16 h; active compounds read low. activity change, % at 57.5 µM. 360,000 compounds, 4.7% hits. AID 743279; in the data active means activity change below about -50%; inconclusive means mostly about -30% to -49%; further: on the % scale 0 is the no-effect control and ±100 the full control effect
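THP-1 cells pretreated 1 hr with compounds (up to 57.5 uM final), then stimulated with LPS (250 ng/mL final) plus ATP (1.25 mM final); secreted IL-1B measured by AlphaLISA after 16 hr, decreased signal indicating inhibition.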
WRN helicase inh – WRN helicase (human) inhibition; AID 651768; Q14191; Potency, µM (top dose mostly 114 µM), for the others: at the highest dose activity change, negative = inhibition, usual class: inhibitors; 360,000 compounds, 0.46% hits; WRN helicase unwinding, fluorescent forked duplex, kinetic; further: potency means the concentration at half of the fitted maximal effect; on the % scale 0 is the no-effect control and ±100 the full control effect; nearly all actives have a fitted effect of over 55% in size
Target sequence (Q14191 whole entry, looked up): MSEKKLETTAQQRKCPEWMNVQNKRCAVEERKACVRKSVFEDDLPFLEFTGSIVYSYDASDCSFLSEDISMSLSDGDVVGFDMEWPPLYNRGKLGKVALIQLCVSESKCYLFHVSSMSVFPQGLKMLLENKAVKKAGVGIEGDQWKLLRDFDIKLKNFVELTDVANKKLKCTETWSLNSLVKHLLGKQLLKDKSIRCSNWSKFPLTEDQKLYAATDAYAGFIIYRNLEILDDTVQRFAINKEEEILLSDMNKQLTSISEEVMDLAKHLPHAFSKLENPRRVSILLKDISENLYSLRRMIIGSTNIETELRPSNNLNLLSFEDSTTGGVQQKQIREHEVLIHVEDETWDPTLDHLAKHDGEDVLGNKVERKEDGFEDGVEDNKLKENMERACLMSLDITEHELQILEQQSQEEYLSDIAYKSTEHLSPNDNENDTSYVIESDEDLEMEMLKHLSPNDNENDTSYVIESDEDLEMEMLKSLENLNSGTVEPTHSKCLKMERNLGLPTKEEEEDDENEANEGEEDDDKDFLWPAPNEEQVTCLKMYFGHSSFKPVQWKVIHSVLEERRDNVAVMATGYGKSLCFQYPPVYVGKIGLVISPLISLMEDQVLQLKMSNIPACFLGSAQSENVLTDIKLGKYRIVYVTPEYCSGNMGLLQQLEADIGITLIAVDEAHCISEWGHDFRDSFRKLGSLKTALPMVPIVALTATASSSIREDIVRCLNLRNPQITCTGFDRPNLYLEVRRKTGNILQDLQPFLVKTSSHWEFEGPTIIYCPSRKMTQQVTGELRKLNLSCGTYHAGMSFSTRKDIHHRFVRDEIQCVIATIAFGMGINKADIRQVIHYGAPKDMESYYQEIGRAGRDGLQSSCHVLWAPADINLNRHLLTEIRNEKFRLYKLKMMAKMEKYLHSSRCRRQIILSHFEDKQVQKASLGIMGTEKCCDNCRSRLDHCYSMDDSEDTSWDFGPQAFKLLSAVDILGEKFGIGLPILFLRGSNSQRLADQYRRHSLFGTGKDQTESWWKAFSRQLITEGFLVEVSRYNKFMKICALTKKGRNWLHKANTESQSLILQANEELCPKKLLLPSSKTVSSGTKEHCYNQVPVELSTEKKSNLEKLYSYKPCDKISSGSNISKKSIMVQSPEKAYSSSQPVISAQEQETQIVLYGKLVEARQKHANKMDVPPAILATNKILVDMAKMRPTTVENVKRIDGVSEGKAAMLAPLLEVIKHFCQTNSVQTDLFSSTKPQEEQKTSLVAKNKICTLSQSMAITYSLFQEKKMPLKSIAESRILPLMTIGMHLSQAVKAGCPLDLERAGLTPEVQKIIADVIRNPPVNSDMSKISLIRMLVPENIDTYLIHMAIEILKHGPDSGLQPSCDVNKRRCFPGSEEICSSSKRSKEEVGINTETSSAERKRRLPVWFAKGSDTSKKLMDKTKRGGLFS
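Fluorescence dequenching readout, ex 525 nm/em 598 nm, kinetic mode: forked duplex DNA (100 nM final) with adjacent fluorophore and quencher unwound by WRN (20 nM final) with 2 mM ATP. Compound preincubation 15 min, room temperature.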
Numbers without * were called inactive; i = inactive; ? = inconclusive; nt = not tested or not shown; & = joins results of further samples; [ ] = another dose, or the depositor's remark. Unless noted, the call rests on the fitted dose curve; in most records, active means well fitted curve in the direction sought with a large enough effect; inconclusive means small, poorly fitted or top-dose-only effect, or another doubt; inactive means no such curve, though single readings can be large; an effect the other way counts as inactive or inconclusive.

1: O=C(O)c1ccc(CSCc2ccccc2Cl)o1
2: Cc1cc([N+](=O)[O-])nn1CC(=O)Nc1cnc2ccccc2c1
3: CCOC(=O)CNC(=O)/C(=C\c1ccc(F)cc1)NC(=O)c1ccccc1
4: Cc1ccccc1NC(=O)Cn1c(=O)n(Cc2ccccc2)c(=O)c2c(C)c(C)sc21
5: Cc1cccc(NC(=O)N2CCC(C(=O)c3ccc(F)cc3)CC2)c1
6: CC(=O)Nc1ccc2nc(NS(=O)(=O)c3ccc(C)cc3)sc2c1
7: CCOC(=O)C(C)Sc1ccc2nnc(CCNS(=O)(=O)c3ccccc3)n2n1 (centres undefined)
8: CC(C)CC(=O)NC(=S)Nc1ccccc1C(=O)Nc1ccccc1
9: CC1CCN(S(=O)(=O)N2CCC(C(=O)NC3CCCC3)CC2)CC1
10: O=C(c1ccc(OC2CCN(Cc3ccccn3)CC2)cc1)N1CCCCCC1

Assay by compound	1	2	3	4	5	6	7	8	9	10
WRN helicase inh	3%	-2%	13%	-2%	-8%	-21%	-2%	0%	3%	17%
KB-3-1 cytotox	4%	-3%	-4%	-3%&1%	-3%	?	4%&1%	4%	2%	3%
KB-V1 cytotox	8%	?	-9%	-9%&-11%	-18%	-11%	20%&1%	6%	?	7%
HT1080-NT tox	?	12%	-10%	-6%	-27%	5%	10%	13%	5%	8%
ATXN2 expr inh	nt	-21%	4%	-4%&3%	-8%	3%	nt	3%	-36%	-14%
IL1B secr inh	-13	50	-8	10	-14	-5	-20	25	4	2
HT1080 IDH1KD tx	-30%	6%	11%	7%	?	-1%	13%	-5%	5%	14%
MCF10A rerep	8%	0%	1%	?	0%	0%	0%	2%	7%	14%
SW480 rereplic	-8%	-4%	-2%	1%	2.3µM*	-1%	0%	2%	-47%[inhibitor]	-5%

11: COc1ccc2cnn(-c3ccc(OC(F)(F)Cl)cc3)c(=O)c2c1OC
12: CC1=NN(c2ccccc2)C(=O)/C1=C/c1ccc(Cl)cc1
13: CCOC(=O)CCCNC(=O)COc1ccccc1C#N
14: Cc1cccc(N2CN=c3s/c(=C\c4ccccn4)c(=O)n3C2)c1
15: CC(=O)Nc1ccc(S(=O)(=O)N(C)Cc2cnn(C)c2)cc1
16: CC1CCN(c2nnc(-c3cccs3)c3ccccc23)CC1
17: O=C(CCN1CCN(c2ccccc2)CC1)N/N=C/c1ccccc1OC(F)F
18: COc1ccccc1S(=O)(=O)N(C)C[C@@H]1OCc2cnnn2CCCC(=O)N([C@@H](C)CO)C[C@H]1C
19: COCCN(C(=O)COC(=O)c1c(NC(C)=O)sc(C)c1C)c1c(N)n(Cc2ccccc2)c(=O)[nH]c1=O
20: O=C(O)CCC(=O)NCc1ccc2[nH]c3c(c2c1)CCCC3

Assay by compound	11	12	13	14	15	16	17	18	19	20
WRN helicase inh	0%	3%[11.6 µM]	-2%	-17%	-23%	-8%	-14%	0%	0%[11.6 µM]	-6%
KB-3-1 cytotox	48%	-1%	-2%	4%	2%	1%	-18%	-7%	?	8%
KB-V1 cytotox	5%	11%	10%	7%	6%	-2%	0%	-3%	?	25%
HT1080-NT tox	?	7%	8%	0%	-8%	-2%	-21%	0%	10%	7%
ATXN2 expr inh	15%	nt	3%	29%	-10%	1%	?	4%	4%	3%
IL1B secr inh	49	13	6	-19	i	?	19	-9	-4	20
HT1080 IDH1KD tx	15%	1%	6%	13%	0%	-9%	?	-4%	12%	5%
MCF10A rerep	5%	2%	1%	0%	-1%	?	10%	nt	1%	-2%
SW480 rereplic	4%	-9%	-2%	-7%	-4%	9%	3.3µM*	nt	0%	2%

21: O=C(Nc1ccc2c(c1)OCCO2)c1cnc2ccccn2c1=O
22: CC(C)(C)NC(=O)Cn1cnc([N+](=O)[O-])n1
23: Cc1ccc(S(=O)(=O)N2CCOCC2)cc1NC(=O)CSCc1c(C)noc1C
24: O=C(NCc1cccs1)c1cc(-c2ccc(O)cc2)on1
25: CCn1nccc1C(=O)Nc1ccc(C)c(C)c1
26: CC(C)CC(=O)N(Cc1ccc(F)cc1)C1CCS(=O)(=O)C1 (centres undefined)
27: Cc1cc(NC(=O)Nc2cc(C)nn2-c2ccccc2)n(-c2ccccc2)n1
28: CCN(CC)CCCNc1cc(C)nc2cc(-c3cccs3)nn12
29: Cc1nn(-c2ccc(Cl)cc2)c2[nH]c(CCl)cc(=O)c12
30: NC(=O)[C@@H]1CCOc2c(F)cc([N+](=O)[O-])cc2C(=O)N[C@@H](CO)C(=O)NCC(=O)N1

Assay by compound	21	22	23	24	25	26	27	28	29	30
WRN helicase inh	-1%	-8%	9%	-3%	4%	6%	2%[57.1 µM]	-2%	-6%	6%
KB-3-1 cytotox	2%	5%	-10%	?	-16%	0%	4%	-13%	-4%	?
KB-V1 cytotox	-2%	10%	-19%	?	-3%	-1%	-3%	-14%	12%	25%
HT1080-NT tox	10%	2%	3%	-29%	-21%	14%	9%	-16%	-1%	0%
ATXN2 expr inh	?	-2%	-3%	nt	nt	11%	4%	-15%	0%	1%
IL1B secr inh	3	12	7	-23	-8	47	5	-101*	16	22
HT1080 IDH1KD tx	11%	27%	-7%	-19%	-12%	?	1%	0%	-16%	7%
MCF10A rerep	-2%	3%	-3%	15%	6%	0%	7%	?	?	-13%
SW480 rereplic	4%	-4%	-1%	-16%	14%	-2%	6%	?	-24%	-4%

31: COc1cc(OC)cc(C(=O)OCC(=O)Nc2ccc(N3CCCCC3)cc2)c1
32: COC(=O)CSc1nc2ccccc2c(=O)n1Cc1ccccc1
33: Cc1ccc([C@@H]2CC=C(C(=O)O)[C@H](c3cccc(F)c3)N2S(=O)(=O)c2ccccc2C)cc1
34: COc1cc2cnc(-c3ccccc3)c(-c3cc(OC)c(OC)c(OC)c3)c2cc1OC
35: COc1ccc(-c2csc3nc(C)nc(N4CCN(c5ccc(C(C)=O)cc5)CC4)c23)cc1OC
36: C[C@@H]1CN([C@H](C)CO)C(=O)c2cccc(NC(=O)NC3CCCCC3)c2O[C@@H]1CN(C)C(=O)Nc1ccc(C(F)(F)F)cc1
37: Cc1cc(NC(=O)COC(=O)C(Nc2ccc(C(F)(F)F)cc2Cl)C(C)C)no1 (centres undefined)
38: S=C(NCCN1CCOCC1)N/N=C/c1c2ccccc2cc2ccccc12
39: Cc1ccccc1C(=O)OC(C)C(=O)NCc1ccc2c(c1)OCO2 (centres undefined)
40: COc1cc(C2/C(=C(\O)c3ccc4c(c3)CC(C)O4)C(=O)C(=O)N2CCCn2ccnc2)ccc1O (centres undefined)

Assay by compound	31	32	33	34	35	36	37	38	39	40
WRN helicase inh	4%	8%	-2%	-13%	-3%	-10%	-14%	-6%	-7%	4%
KB-3-1 cytotox	-3%	-1%	0%	?	4%	?	-6%	?	2%	-2%
KB-V1 cytotox	18%	11%	0%	?	-5%	-3%	-22%	?	-10%	-14%
HT1080-NT tox	0%	1%	-12%	-28%	-7%	?	18µM*	-11%	-3%	-3%
ATXN2 expr inh	8%	-7%	2%	-15%	11%	?	?	-13%	5%	-8%
IL1B secr inh	23	16	28	-51*	?	-67*	-13	10	-10	-10
HT1080 IDH1KD tx	-23%	-10%	-6%	?	-2%	?	?	-7%	-3%	-2%
MCF10A rerep	?	-1%	-28%	?	14%	?	21µM*	24%	9%	?
SW480 rereplic	0%	0%	-31%	?	0%	?	23%	-2%[9.22 µM]	7%	17%

41: COc1ccc(CCNC(=O)CC2Nc3ccccc3NC2=O)cc1OC (centres undefined)
42: CN(C)CCN1C(=O)c2oc3ccccc3c(=O)c2C1c1ccc(F)cc1 (centres undefined)
43: CNC(=O)COc1ncnc2sc(C)c(C)c12
44: O=[N+]([O-])c1cc([N+](=O)[O-])c(Oc2cc(F)cc(F)c2F)cc1NN1CCCCC1

Assay by compound	41	42	43	44
WRN helicase inh	-10%	-7%	2%	2%
KB-3-1 cytotox	?	3%	22%	12%
KB-V1 cytotox	8%	?	-8%	0%
HT1080-NT tox	-2%	4%	6%	5%
ATXN2 expr inh	3%	-15%	-4%	6%
IL1B secr inh	-11	9	24	2
HT1080 IDH1KD tx	-4%	-12%	5%[9.24 µM]	9%
MCF10A rerep	?	2%	-1%	?
SW480 rereplic	0%	0%	-3%	-7%

Looked up above:
Reading of compound 43 in ATXN2 expr inh: -4%
Reading of compound 44 in HT1080-NT tox: 5%

Only IL1B secr inh, HT1080-NT tox and KB-3-1 cytotox (3 entries from above):
no.	Structure	IL1B secr inh	HT1080-NT tox	KB-3-1 cytotox
42	CN(C)CCN1C(=O)c2oc3ccccc3c(=O)c2C1c1ccc(F)cc1 (centres undefined)	9	4%	3%
43	CNC(=O)COc1ncnc2sc(C)c(C)c12	24	6%	22%
44	O=[N+]([O-])c1cc([N+](=O)[O-])c(Oc2cc(F)cc(F)c2F)cc1NN1CCCCC1	2	5%	12%
